# MEX-5 binding: MEX-5 zinc finger RNA-binding disruptors – biochemical, C. elegans, fluorescence polarization, MLPCN library, primary screen | hit rate 0.38% among 300,000 | activity score (negative = inhibition of binding), % at 10 µM | MEX-5/FITC-TCR2 RNA binding; stronger effect = lower value;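 active = inhibition past about -25% in most replicates, and total fluorescence under double the plate's negative control median, limit read from the data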;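 also: 0% = DMSO and -100% = 5 µM competing unlabeled TCR2 RNA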
# Fam108B inh: mouse Fam108B serine hydrolase inhibitors, primary screen, counter-screen for RBBP9 inhibitor project, biochemical, fluorescence polarization; recombinant Fam108B, FP-Rh probe fluorescence polarization; hit rate 0.33% among 300,000; inhibition, % at 9.51 µM; AID 1947, 2009;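 active = inhibition above the screen mean inhibition plus 3 SD, computed separately per campaign, cut at about 18% in these data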;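 also: inhibitors lower polarization as less probe binds the enzyme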
# ZTA DNA inh: blocks Epstein-Barr virus ZTA, an EBNA-1 counter-screen | P03206 | AID 2234 | hit rate 0.15% among 320,000 | ZTA-DNA binding, fluorescence polarization | inhibition, % at 11 µM; in the data active = inhibition above about 33%
# Target sequence (P03206 whole entry, looked up): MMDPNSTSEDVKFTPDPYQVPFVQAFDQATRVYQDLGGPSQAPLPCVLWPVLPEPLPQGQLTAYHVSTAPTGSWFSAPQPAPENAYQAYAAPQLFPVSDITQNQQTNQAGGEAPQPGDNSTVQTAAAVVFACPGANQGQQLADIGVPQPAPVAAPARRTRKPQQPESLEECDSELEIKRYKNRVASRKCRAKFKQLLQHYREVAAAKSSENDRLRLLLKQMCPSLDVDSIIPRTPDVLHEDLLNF
# Efflux pump mplx: inhibitors of Candida efflux pumps in yeast, primary screen, S. cerevisiae, Nile Red, multiplex; inhibition, % at 10 µM; S. cerevisiae Candida pump triplex; hit rate 0.44% among 330,000; AID 485275, 2010;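 active = plate passing quality check with inhibition over a set limit, or well fluorescence over plate mean plus 4 SD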;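 also: Nile Red retained in pooled yeast measured as flow cytometry median fluorescence; 0% = buffer negative control and 100% = Enniatin B positive control; higher means more Nile Red kept so more efflux inhibition; some compounds called inactive have numbers as strong as hits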
# GLD-1 RNA inh: GLD-1/TGE RNA complex disruptors, primary screen, biochemical, fluorescence polarization | inhibition, % at 5.96 µM | AID 2280, 2010 | hit rate 0.44% among 320,000 | purified GLD-1 + fluorescein TGE RNA;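 active = percent inhibition above a per-plate cutoff, the plate mean of test compounds plus 3 SD, cut at about 30% in these data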;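 also: 0% = DMSO wells with GLD-1 and probe and 100% = wells lacking GLD-1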
# EBNA-1 inh: EBNA-1 DNA-binding inhibitors, primary screen, biochemical, fluorescence polarization | inhibition, % at 14.8 µM | hit rate 0.34% among 300,000 | AID 1950, 2009; in the data active = inhibition above about 28%
# BCLXL inh: inhibitors of human Bcl-xL, primary screen, biochemical, fluorescence polarization, HTS. GST-Bcl-xL / FITC-Bim BH3 peptide fluorescence polarization. inhibition, % at 10.9 µM. hit rate 0.7% among 320,000. AID 2129, 2009;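 active = inhibition above the mean of all tested compounds plus 3 SD, cutoff set per campaign, cut at about 30% in these data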;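 also: 0% = DMSO wells and 100% = unlabeled Bim-BH3 peptide competitor; inhibitors lower millipolarization by displacing the labeled peptide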
# Target sequence (Q07817 whole entry, looked up): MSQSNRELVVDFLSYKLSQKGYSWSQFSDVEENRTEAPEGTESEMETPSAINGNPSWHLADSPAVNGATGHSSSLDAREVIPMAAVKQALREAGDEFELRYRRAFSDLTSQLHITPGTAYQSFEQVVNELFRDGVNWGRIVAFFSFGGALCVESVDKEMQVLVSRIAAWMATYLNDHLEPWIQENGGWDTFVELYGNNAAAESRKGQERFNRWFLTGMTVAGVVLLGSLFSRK
# CR mimetic SO: reduction of superoxide in aged yeast, primary screen, HTS. superoxide response (% of plate mean), % at 10 µM. S. cerevisiae aged cells, superoxide DHE fluorescence; stronger effect = lower value. hit rate 0.18% among 330,000;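 active = superoxide response under a set limit, about three screen SD below normal, cut at about 65% in these data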;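 also: yeast aged for seven days with compound at 30 °C before DHE staining; 100% = average MFI of all compound-treated wells on the plate with controls excluded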
# MCL1 BIM primary: inhibitors of MCL1 binding to BIM-BH3, primary screen, biochemical, fluorescence polarization; GST-MCL1 / FITC-Bim-BH3 fluorescence polarization; inhibition, % at 10.9 µM; hit rate 0.68% among 320,000;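 active = inhibition above the mean inhibition of all tested compounds plus 3 SD, set per campaign, cut at about 40% in these data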;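 also: 0% = DMSO wells and 100% = unlabeled Bim-BH3 peptide control; higher means more loss of mP so more displacement of Bim peptide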
# Target sequence (Q07820 whole entry, looked up): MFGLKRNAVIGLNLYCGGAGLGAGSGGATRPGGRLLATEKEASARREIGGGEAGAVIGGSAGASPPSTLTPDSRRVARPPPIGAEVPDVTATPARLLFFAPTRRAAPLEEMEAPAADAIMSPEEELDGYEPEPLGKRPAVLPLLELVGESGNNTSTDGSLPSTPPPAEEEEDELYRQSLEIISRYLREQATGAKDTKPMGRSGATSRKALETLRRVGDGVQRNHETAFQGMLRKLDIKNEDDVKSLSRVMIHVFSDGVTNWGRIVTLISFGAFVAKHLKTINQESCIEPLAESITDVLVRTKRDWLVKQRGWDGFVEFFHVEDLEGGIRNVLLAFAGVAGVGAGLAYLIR
# Numbers without * were called inactive; nt = not tested or not shown.
No.	smiles	ZTA DNA inh	MEX-5 binding	BCLXL inh	MCL1 BIM primary	Fam108B inh	Efflux pump mplx	CR mimetic SO	GLD-1 RNA inh	EBNA-1 inh
1	CCOC(=O)/C(=C/c1ccc(Cl)cc1)NC(=O)c1ccco1	-2	-0.1	5	5	-1	0.0	99	-2	5
2	Cc1ccc(/C=C/C(=O)NC(=S)N2CCN(C)CC2)cc1	7	0.9	6	7	-2	0.6	115	-5	5
3	CC(C)(C)[C@H]1C=C(C(N)=O)O[C@@H](OCc2ccc(CO)cc2)C1	-8	0.8	1	3	0	-0.1	95	3	11
4	O=c1oc2ccccc2c(NC(c2ccccc2)c2ccccc2)c1[N+](=O)[O-]	-1	-0.6	2	6	2	0.0	101	-2	-13
5	Cc1cc2cc(CNC(=O)CCC(=O)O)ccc2[nH]1	-4	0.4	7	5	2	-0.1	105	0	-11
6	Cc1ccccc1NC(=O)c1nn(C)c2c1CS(=O)(=O)c1ccccc1-2	4	1.6	-1	-2	1	-0.2	109	0	3
7	COc1ccc(-c2csc(NC(=S)NC(=O)c3cccs3)n2)cc1Br	-4	-2.4	3	1	-18	0.1	110	7	-4
8	COC(=O)c1ccc(NS(=O)(=O)NC(=O)c2cn(C)c3ccccc23)cc1	3	1.0	5	6	3	-0.3	83	5	7
9	O=C(NCCC1=CCCCC1)C(=O)NCC(c1ccco1)N1CCN(c2ccccc2F)CC1 (centres undefined)	8	-0.8	4	3	-1	0.7	109	2	11
10	CN(/C(=N\S(=O)(=O)c1ccccc1)c1ccccc1)c1ccc(O)cc1	10	-1.8	2	5	3	0.0	96	4	3
11	CCOC(=O)C(=O)/C(=C\N(C)C)c1onc(-c2c(F)cccc2Cl)c1C(=O)OC	0	4.0	-3	0	2	0.0	152	0	-20
12	Cc1cc([N+](=O)[O-])nn1CCCC(=O)Nc1cc(Oc2ccc(F)cc2)cc([N+](=O)[O-])c1	14	0.2	1	1	-1	-0.5	96	5	2
13	COc1ccccc1CCNC(=O)c1ccc(C)o1	-11	1.0	3	4	1	-0.4	92	1	8
14	COc1cccc(NC(=O)Nc2ccc3nsnc3c2)c1	-5	-2.0	4	10	0	-0.1	116	2	1
15	O=C(CC1Oc2ccccc2NC1=O)NCc1ccccc1 (centres undefined)	-3	-3.1	-2	-5	4	0.1	110	-3	0
16	CCOC(=O)c1nnc(-c2ccc(C)cc2)nc1Sc1cccc(Cl)c1	-11	0.6	0	4	1	0.1	99	1	-7
17	Cc1ccc(NC(=O)CCS(=O)(=O)c2ccc3c(c2)NC(=O)C(C)S3)nc1 (centres undefined)	-10	4.9	-2	6	0	0.0	85	2	-13
18	CC(=O)OC[C@H]1O[C@@H](Sc2cccc3cccnc23)[C@H](OC(C)=O)[C@@H](OC(C)=O)[C@@H]1OC(C)=O	11	2.2	5	10	2	0.2	99	4	3
19	O=C(COc1ccc(S(=O)(=O)N2CCOCC2)cc1)NCc1ccccc1	5	-0.9	0	2	0	0.7	114	0	-6
20	c1ccc2c(N3CCCCCC3)nc(-c3ccncc3)nc2c1	-12	-1.5	7	11	0	0.0	110	-3	1
21	N#C/C=C(/c1ccc(F)cc1)N1CCOCC1	13	-2.4	3	-2	0	-0.2	94	0	11
22	COc1ccc(C(c2oc(CO)cc(=O)c2O)c2oc(CO)cc(=O)c2O)cc1OC	-1	-1.5	1	2	5	0.1	99	3	-6
23	CN(C)S(=O)(=O)c1cccc(-c2nn(-c3ccccc3)cc2/C=C(\C#N)c2nc3ccccc3[nH]2)c1	-6	0.8	-10	-20	-64	0.1	111	-6	7
24	CN1CCN(C(=O)/C(=C/c2cccs2)NC(=O)c2ccco2)CC1	5	-1.6	-1	-6	-4	0.3	95	-6	-3
25	O=C(CSc1n[nH]c(C2CCCC2)n1)NC1CCCC1	-3	-2.9	0	-6	3	0.0	86	10	-1
26	CC1(C)Cc2c(sc3ncnc(N)c23)CO1	-12	1.4	2	2	1	-0.1	92	-5	-2
27	COC(=O)c1ccc(NC(=O)CN2CCN(c3ccccc3)CC2)cc1	-7	1.4	5	5	2	-0.3	95	-4	5
28	Cc1ccc(C(=O)NCCCc2ccccc2)c(C)c1	-14	2.1	-3	-5	-5	0.2	102	6	-12
29	Cc1oc(-c2cccc(Cl)c2)nc1CN1CCC(C(=O)NCC2CCCO2)CC1 (centres undefined)	6	-1.4	8	10	-3	0.0	113	4	-7
30	CC(=O)Nc1ccc(S(=O)(=O)NNC(=O)CCc2ccccc2)cc1	14	1.7	7	6	1	-0.3	97	-6	-10
31	COc1cccc(-c2ccc(SCc3ccccn3)nn2)c1	8	0.6	-1	2	1	0.0	82	-6	8
32	O=C(O)CCNC(=O)/C(=C\c1ccco1)NC(=O)c1ccco1	-11	-1.8	24	28	2	0.0	102	10	-3
33	Cc1sc2ncnc(NCC(c3ccco3)N3CCCC3)c2c1C (centres undefined)	-1	1.0	1	3	0	0.0	98	0	-5
34	C=CCNC1=C(Cl)C(=O)c2ccccc2C1=O	-14	-1.0	1	5	-1	0.4	147	3	-8
35	CCCC(=O)NCc1nc2ccccc2n1CC(=O)c1ccccc1	-6	-0.6	8	3	2	0.1	96	-3	6
36	CCOc1ccccc1C(=O)N1CCCCC1C (centres undefined)	3	-0.7	11	12	0	0.0	100	1	1
37	CCOC(=O)C(C(=O)OCC)C(C(=O)OCC)N1CCOCC1 (centres undefined)	8	0.1	2	-1	0	0.1	103	4	3
38	CCN(c1ccc(OC)cc1)S(=O)(=O)c1ccc2c(c1)CCN2C(=O)CCC(=O)O	19	0.1	3	9	0	0.1	108	0	-8
39	Cc1cccc(CSc2ccc3nnc(-c4cccnc4)n3n2)c1	-1	-1.8	6	3	0	0.1	102	2	10
40	Cn1c(N)c(C(=O)COC(=O)/C=C/c2ccc(F)cc2)c(=O)n(C)c1=O	-12	nt	6	5	nt	-0.1	105	3	nt
41	Cc1cccc(Cc2nnc(CCC(=O)NCc3cn4ccccc4n3)o2)c1	-19	-0.3	2	1	-1	-0.1	116	-1	-3
42	Cc1ccc(-c2ccc(=O)n(CC(=O)NCCCN3CCCCC3C)n2)cc1 (centres undefined)	1	-0.1	5	6	-4	0.1	93	-3	-19
43	CCOC(=O)c1cccc(NC(=O)CCNS(=O)(=O)c2cccc3nonc23)c1	11	-3.1	5	-3	-4	0.0	80	-2	9
44	COc1ccc(N(CC(=O)Nc2c(C)n(C)n(-c3ccccc3)c2=O)S(=O)(=O)c2ccc(C)cc2)cc1	5	0.3	2	9	-2	0.0	99	4	-5
45	CN(C(=O)COC(=O)c1cccc(S(=O)(=O)N2CCOCC2)c1)C1CCS(=O)(=O)C1 (centres undefined)	8	0.2	7	6	2	0.1	91	7	10
46	COc1ccccc1NC(=O)Cc1csc(N)n1	2	-0.8	4	1	3	0.1	92	-9	10
47	CCOc1ccc(N(CC(=O)N/N=C/c2cccnc2)S(C)(=O)=O)cc1	-8	0.5	1	-12	1	0.5	95	-6	-12
48	O=[N+]([O-])c1ccccc1CS(=O)(=O)c1ccccc1	-4	1.9	4	-2	5	0.0	124	-8	-12

# Quoted at random: 5 records from the list
No.	smiles	ZTA DNA inh	MEX-5 binding	BCLXL inh	MCL1 BIM primary	Fam108B inh	Efflux pump mplx	CR mimetic SO	GLD-1 RNA inh	EBNA-1 inh
37	CCOC(=O)C(C(=O)OCC)C(C(=O)OCC)N1CCOCC1 (centres undefined)	8	0.1	2	-1	0	0.1	103	4	3
38	CCN(c1ccc(OC)cc1)S(=O)(=O)c1ccc2c(c1)CCN2C(=O)CCC(=O)O	19	0.1	3	9	0	0.1	108	0	-8
43	CCOC(=O)c1cccc(NC(=O)CCNS(=O)(=O)c2cccc3nonc23)c1	11	-3.1	5	-3	-4	0.0	80	-2	9
41	Cc1cccc(Cc2nnc(CCC(=O)NCc3cn4ccccc4n3)o2)c1	-19	-0.3	2	1	-1	-0.1	116	-1	-3
48	O=[N+]([O-])c1ccccc1CS(=O)(=O)c1ccccc1	-4	1.9	4	-2	5	0.0	124	-8	-12

# Next section
No.	smiles	ZTA DNA inh	MEX-5 binding	BCLXL inh	MCL1 BIM primary	Fam108B inh	Efflux pump mplx	CR mimetic SO	GLD-1 RNA inh	EBNA-1 inh
49	COc1ccccc1NS(=O)(=O)c1cccc(C(=O)OCC(=O)NC2CC2)c1	-15	2.1	-4	-14	1	0.0	100	5	-16
50	COc1ccc(OC)c(NC(=O)c2nc3ccccc3s2)c1	-19	1.0	-4	-2	2	0.2	121	6	3
51	CCOC(=O)C1CCCN(S(=O)(=O)c2c(C)c(C)cc(C)c2C)C1 (centres undefined)	13	0.6	5	6	2	0.0	96	5	1
52	COC(=O)C1CCN(C(=O)C23CCC(C)(C(=O)O2)C3(C)C)CC1 (centres undefined)	-4	-0.7	0	2	0	0.0	98	-2	4
53	COc1cc(/C=N/Nc2ncc(C(F)(F)F)cc2Cl)cc(OC)c1OC	-6	3.0	0	8	1	-0.1	112	4	3
54	COc1ccccc1NC(=O)CSc1sc2c(O)cc(=O)[nH]c2c1C#N	-10	-1.6	18	45*	10	-0.5	88	1	-5
55	COc1cc2ccccc2cc1C(=O)N(CCN(C)C)c1nc2c(C)cccc2s1	-7	1.0	-1	0	0	-0.2	104	5	-3
56	CCN1C(=NCCc2cccnc2)N[C@@H](c2ccccc2)[C@H](C(=O)OC)[C@H]1C	-5	0.5	-11	-20	-1	-0.1	114	-1	7
57	CC(C)Oc1ccc(S(=O)(=O)N2CCOCC2)cc1NC(=O)c1cc([N+](=O)[O-])ccc1N1CCOCC1	10	-2.3	-10	-16	2	-0.1	112	0	-2
58	CCC1CC(C)(C(=O)Nc2ccc(S(N)(=O)=O)cc2)OC1=O (centres undefined)	19	-2.3	5	-5	-1	-0.2	110	5	9
59	Cc1ccc(C)c(/C(O)=C2/C(=O)C(=O)N(CCN3CCOCC3)C2c2ccc(C)o2)c1 (centres undefined)	-6	0.2	10	5	6	-0.1	100	10	-1
60	CN(C)Cc1cn(CCC(=O)O)c2ccccc12	0	-0.8	-1	1	-1	0.0	90	3	2

# Whole records, looked up by structure. Values in the order: ZTA DNA inh | MEX-5 binding | BCLXL inh | MCL1 BIM primary | Fam108B inh | Efflux pump mplx | CR mimetic SO | GLD-1 RNA inh | EBNA-1 inh
# Listed for CCOC(=O)C1CCCN(S(=O)(=O)c2c(C)c(C)cc(C)c2C)C1 (centres undefined) → 13 | 0.6 | 5 | 6 | 2 | 0.0 | 96 | 5 | 1
# Listed for CN(C)Cc1cn(CCC(=O)O)c2ccccc12 → 0 | -0.8 | -1 | 1 | -1 | 0.0 | 90 | 3 | 2
# Listed for COc1ccccc1NC(=O)CSc1sc2c(O)cc(=O)[nH]c2c1C#N → -10 | -1.6 | 18 | 45* | 10 | -0.5 | 88 | 1 | -5
# Listed for COC(=O)C1CCN(C(=O)C23CCC(C)(C(=O)O2)C3(C)C)CC1 (centres undefined) → -4 | -0.7 | 0 | 2 | 0 | 0.0 | 98 | -2 | 4
# Listed for COc1ccccc1NS(=O)(=O)c1cccc(C(=O)OCC(=O)NC2CC2)c1 → -15 | 2.1 | -4 | -14 | 1 | 0.0 | 100 | 5 | -16
